Screening results as filed in PubChem.
JMJD2A Tudor inh – blocks the human JMJD2A Tudor domain. AlphaScreen JMJD2A-Tudor / H3K4me3 peptide binding. Potency, µM (top dose mostly 114 µM), for the others: at the top dose activity change, negative = inhibition, actives largely listed as inhibitors. 390,000 tested, 4.4% active; further: on the % scale 0 is the no-effect control and ±100 the full control effect; nearly all actives have a fitted effect of over 50% in size
APEX1 inh – inhibitors of human APE1 endonuclease; recombinant APE1, TAMRA/BHQ-2 abasic DNA cleavage fluorescence; P27695; AID 2517; 350,000 tested, 0.35% active; Potency, µM (top dose mostly 65.8 µM), without a hit: top-dose activity change, negative = inhibition, hits mostly inhibitors;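 further: plate controls were vehicle for no effect and reference inhibitor for full effect; nearly all actives have a fitted effect of over 55% in size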
Target sequence (P27695 whole entry, looked up): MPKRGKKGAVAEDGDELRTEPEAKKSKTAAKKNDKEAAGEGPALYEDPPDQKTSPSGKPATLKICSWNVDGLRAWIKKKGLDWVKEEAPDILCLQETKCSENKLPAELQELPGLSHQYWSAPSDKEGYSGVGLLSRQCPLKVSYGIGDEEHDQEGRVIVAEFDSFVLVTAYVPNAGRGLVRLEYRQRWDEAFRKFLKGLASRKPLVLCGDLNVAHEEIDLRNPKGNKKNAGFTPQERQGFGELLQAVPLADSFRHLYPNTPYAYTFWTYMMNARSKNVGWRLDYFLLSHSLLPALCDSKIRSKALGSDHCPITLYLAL
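APE1 at 0.75 nM final was preincubated with compound 15 min at room temperature, then 50 nM double-stranded THF abasic-site substrate (5'-TAMRA/3'-BHQ-2) was added. Fluorescence (ex 525/em 598 nm) was read kinetically; third-minus-first read gave activity.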
Pol kappa inh – DNA polymerase kappa (human) inhibition. 400,000 tested, 0.53% active. Potency, µM (top dose mostly 107 µM), for the others: top-dose activity, negative = inhibition, hits mostly inhibitors. purified Pol kappa, fluorescent DNA synthesis assay, 10 min. Q9UBT6; further: on the % scale 0 is the no-effect control and ±100 the full control effect
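Fluorescent qHTS in 1536-well format: enzyme (10 nM) and compound sat 15 min at room temperature before 50 nM substrate (final) was added. Signal taken at 0 and 10 min; no-enzyme buffer wells were negative controls.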
POLB inh – inhibitors of human DNA polymerase beta | P06746 | Pol beta primer extension/strand displacement, fluorescence kinetic | Potency, µM (top dose mostly 114 µM), for the others: top-dose activity change, negative = inhibition, actives largely listed as inhibitors | 340,000 tested, 1.3% active | AID 485314; further: on the % scale 0 is the no-effect control and ±100 the full control effect
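10 nM enzyme + cpd, 15 min RT; start with substrate 50 nM final; read 0 min and after 10 min RT. Corrected, normalized data; 4-parameter Hill curve fit.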
BLM inh – blocks DNA unwinding by human BLM helicase. P54132. recombinant BLM DNA unwinding, fluorescence dequenching. Potency, µM (highest dose often 56.1 µM), for the others: at the highest dose activity change, negative = inhibition, most hits filed as inhibitors. 350,000 tested, 0.2% active;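 further: plate controls were vehicle for no effect and no enzyme for full effect; nearly all actives have a fitted effect of over 35% in size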
G9a block – G9a (human) methyltransferase inhibition; Q96KQ7; G9a H3K9 monomethylation, AlphaScreen, 2 h; 350,000 tested, 8.8% active; Potency, µM (top dose mostly 102 µM), for inactives: at the top dose activity, negative = inhibition, actives largely listed as inhibitors; AID 504332; further: on the % scale 0 is the no-effect control and ±100 the full control effect; nearly all actives have a fitted effect of over 75% in size
Target sequence (Q96KQ7 913-1193 limits assumed): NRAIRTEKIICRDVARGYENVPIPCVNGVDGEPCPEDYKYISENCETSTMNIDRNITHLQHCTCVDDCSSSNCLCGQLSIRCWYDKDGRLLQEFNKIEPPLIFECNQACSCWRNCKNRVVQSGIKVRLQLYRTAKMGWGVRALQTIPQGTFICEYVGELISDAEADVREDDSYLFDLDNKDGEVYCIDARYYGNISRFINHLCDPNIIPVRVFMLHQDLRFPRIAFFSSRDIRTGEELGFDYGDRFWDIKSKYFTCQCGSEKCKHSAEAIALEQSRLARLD
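Quantitative HTS format: methyltransferase activity on a biotin-tagged H3K9 peptide is measured by AlphaScreen, using a rabbit anti-monomethyl-H3K9 antibody with streptavidin donor and anti-IgG acceptor beads. Final levels are 20 nM enzyme, 500 nM peptide, 20 uM SAM; 2 h RT.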
BAZ2B inh – BAZ2B (human) inhibition. 360,000 tested, 4.4% active. AID 504333. AlphaScreen BAZ2B-H3K14Ac peptide displacement. Q9UIF8. Potency, µM (doses to about 114 µM), for inactives: at the highest dose activity change, negative = inhibition, usual class: inhibitors; further: on the % scale 0 is the no-effect control and ±100 the full control effect; nearly all actives have a fitted effect of over 60% in size
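In this displacement format the biotinylated H3(5-23) peptide acetylated at Lys14 serves as ligand at 50 nM, with BAZ2B at 50 nM in PBS pH 7.4 containing 0.01% Tween-20. Donor and acceptor beads are 10 ug/mL final.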
POLH inh – blocks human DNA polymerase eta activity; Q9Y253; recombinant Pol eta, fluorescent DNA replication assay; Potency, µM (top dose mostly 114 µM), inactives show top-dose activity change, negative = inhibition, most hits filed as inhibitors; 390,000 tested, 1.2% active; AID 588591; further: on the % scale 0 is the no-effect control and ±100 the full control effect
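Pol eta at 10 nM preincubated with compounds 15 min at room temperature; reaction started with fluorescent substrate (50 nM final) and read kinetically at 0 and 10 min.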
POLI inh – DNA polymerase iota (human) inhibition; 390,000 tested, 1% active; Potency, µM (top dose mostly 115 µM), for inactives: top-dose activity, negative = inhibition, most hits filed as inhibitors; AID 588590; Q9UNA4; Pol iota fluorescent replication assay, 10 min
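Pol iota at 10 nM preincubated 15 min with compounds at room temperature; reaction started with fluorescent substrate, 50 nM final. Fluorescence read kinetically at 0 and 10 min; buffer-only wells as negative control.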
Active calls of the source: *; ? = inconclusive; · = not tested or not shown; [ ] = remark or other dose. The call rests on the fitted dose curve; in most records, active means well fitted curve in the direction sought with a large enough effect; inconclusive means small, poorly fitted or top-dose-only effect, or another doubt; inactive means no such curve, though single readings can be large; an effect the other way counts as inactive or inconclusive. Potency means the concentration at half of the fitted maximal effect.

SMILES | JMJD2A Tudor inh | APEX1 inh | Pol kappa inh | POLB inh | BLM inh | G9a block | BAZ2B inh | POLH inh | POLI inh
COc1ccc(-c2oc3ncnc(N)c3c2-c2ccccc2)cc1 | -13% | 2% | -2% | 1% | -3% | 18% | 2% | 4% | 8%
O=C(CCCN1C(=O)c2ccccc2C1=O)Nc1ccccc1 | -4% | 0% | -4% | 28% | 2% | · | -1% | -5% | 3%[58.9 µM]
Cc1ccccc1NC(=O)CSc1nnc(Cc2ccccc2)o1 | -4% | 2% | -10% | 0% | 3% | ? | -2% | -5% | 2%
CN(C)/C=N/c1ncc(-c2ncc(C(F)(F)F)cc2Cl)cn1 | 10% | -3% | 0% | 6% | 1% | -7% | -3% | -13% | 62%[activator]
CCc1ccc(NCc2cc3ccc(OC)cc3n(CC(=O)Nc3c(C)cc(C)cc3C)c2=O)cc1 | -13% | · | -6% | 2% | -2% | -5%[59 µM] | -6% | -9% | 25%
C/C(CCc1oc2ccc(Cl)cc2c1-c1ccc(C)o1)=N\O | 89µM* | 9% | -21% | 2% | -18% | ? | ? | -2% | 1%
CCOC(=O)C(NC(=O)OC(C)C)(Nc1nccs1)C(F)(F)F (stereo unspecified) | -1% | 0% | -12% | -2% | -4% | 1%[12.7 µM] | 4% | -12% | 0%
CC(C)(C)SCCNC(=O)CN1C(=O)c2cccc3cccc1c23 | 2% | 1% | 0% | 0% | -2% | · | 13% | -8% | 29%
CCC(C(=O)NCc1cccnc1)n1nc(C)c2sc3ccccc3c2c1=O (stereo unspecified) | ? | 39% | -24% | -26% | 1% | 55%[activator] | -21% | -21% | 5%
CCOC(=O)CSC1=Nc2ccccc2C2=NC(CC(=O)NCc3ccc(OC)cc3)C(=O)N12 (stereo unspecified) | -17% | -1% | -6% | 2% | -7% | -50%[59 µM] | -7% | 5% | 5%
COc1ccc(-c2ccc(CCC(=O)O)n2-c2ccccc2OC)cc1 | -13% | 47%[activator] | -8% | 1% | -2% | ? | ? | -10% | -9%
Cc1cccc(NC(=O)c2sc(-c3ccccc3)nc2-c2ccc([N+](=O)[O-])cc2)c1 | -32% | -1% | -18% | 1% | -5% | -11%[59 µM] | -35% | -18% | 11%
Cc1ccc(-n2nc(C)c3nc(CCC(=O)Nc4cccc(C)c4C)c(=O)n(C)c32)cc1 | 1% | · | -7%[60.1 µM] | 10% | -2% | -4%[12.7 µM] | -10% | 14% | -3%
Cc1cccc(C(=O)NCCc2ccc(S(N)(=O)=O)cc2)c1[N+](=O)[O-] | -13% | 0% | -2% | 31% | -3% | 22%[59 µM] | 2% | -9% | 1%
O=C(C1CCCN(S(=O)(=O)c2cc(Cl)ccc2Cl)C1)N1CCCC1 (stereo unspecified) | 4% | -9% | -10% | ? | -2% | 4% | 0% | -8% | -2%
C=CCSc1nnc2c(n1)OC(c1cccnc1)N(C(C)=O)c1ccccc1-2 (stereo unspecified) | 4% | -2% | -8% | 26% | -3% | 15%[59 µM] | -2% | 6% | 5%
O=C(NCC1CCCCC1)NCC1CCCCC1 | -3% | · | 12% | · | · | · | · | -14% | 28%
O=C(CSc1ncn[nH]1)NCc1ccccc1 | 0% | -5% | -4% | 42% | 3% | 0%[59 µM] | 8% | -5% | 3%
CC(=O)N1CCN(Cc2nc3cc(NC(=O)Nc4ccccc4)ccc3n2C)CC1 | -6% | 0% | 14% | ? | -10% | -1%[12.7 µM] | -13% | -9% | 23%
O=C(C1=COCCO1)N(Cc1nnc(-c2ccccc2Cl)o1)C1CC1 | 6% | 21% | -1% | · | · | 28%[12.7 µM] | 3% | -3% | 0%
CC12CC(O)C3c4ccc(O)cc4CCC3C1CC/C2=N\O (stereo unspecified) | -5% | 16% | -12% | 4% | -3% | -5% | 2% | 0% | -2%
Cc1ccc(S(=O)(=O)Nc2ccc(N=Nc3ccc(O)cc3)cc2)cc1 | ? | 18% | -6% | 11% | -6% | -19%[59 µM] | 45µM* | -15% | 34%[activator]
O=C(O)c1ccccc1-c1csc(-c2ccccc2)n1 | -6% | 1% | 8% | 3% | 3% | -7% | -16% | -1% | 32%[activator]
COc1ccc(NC(=O)C(NS(=O)(=O)c2ccc3c(c2)CCCC(=O)N3)C(C)C)c(OC)c1 (stereo unspecified) | -22% | · | -8% | 12% | -12% | -6%[59 µM] | -3% | -5% | 18%

Random excerpt: two entries already listed
SMILES | JMJD2A Tudor inh | APEX1 inh | Pol kappa inh | POLB inh | BLM inh | G9a block | BAZ2B inh | POLH inh | POLI inh
Cc1ccc(S(=O)(=O)Nc2ccc(N=Nc3ccc(O)cc3)cc2)cc1 | ? | 18% | -6% | 11% | -6% | -19%[59 µM] | 45µM* | -15% | 34%[activator]
O=C(O)c1ccccc1-c1csc(-c2ccccc2)n1 | -6% | 1% | 8% | 3% | 3% | -7% | -16% | -1% | 32%[activator]

(listing goes on)
SMILES | JMJD2A Tudor inh | APEX1 inh | Pol kappa inh | POLB inh | BLM inh | G9a block | BAZ2B inh | POLH inh | POLI inh
Cc1ccccc1NC(=S)N1CCN(Cc2ccc3c(c2)OCO3)CC1 | 8% | 4% | -2% | 20% | 1% | -14% | -22% | -25% | 16%
COc1ccccc1C(=O)NCC(=O)OCC(=O)Nc1ccc2[nH]c(=O)[nH]c2c1 | -18% | 4% | -3% | · | · | ? | -27% | -25% | 56%[activator]
Nc1nn(-c2ccccc2)c(N)c1N=Nc1cccc(F)c1 | 35µM* | -4% | -5% | 16% | -5% | 20µM* | 35µM* | -5% | 52%[activator]
Cc1cc(C)c(S(=O)(=O)c2ccccc2)c(Cl)n1 | 4% | 16% | -3% | -3% | 0% | -5%[59 µM] | 3% | -14% | -1%
Cc1cc(-n2c(C)cc(C(=O)COc3ccc([N+](=O)[O-])cc3)c2C)no1 | 4% | -4% | -4% | -12% | -2% | -9% | -17% | -24% | -4%
C/C(=N\NC(=O)c1cccc(N/N=C(\C)c2ccc([N+](=O)[O-])cc2)c1)c1ccc([N+](=O)[O-])cc1 | -21% | 0% | 4% | -24% | -6% | ? | -22% | -5% | 21%
CCCCn1c(N)c(N(CCC(C)C)C(=O)COC(=O)c2ccc([N+](=O)[O-])s2)c(=O)[nH]c1=O | -8% | -40% | -15% | · | · | · | · | ? | 79µM*
Cc1cc(C)nc(NCC(O)CNc2ccccc2C)n1 (stereo unspecified) | -24% | -4% | -17% | 1% | 1% | 10% | -28% | -8% | 3%
CCN(CCn1cccn1)Cc1nc(-c2ccc(OC)cc2)no1 | -12% | 3% | -6% | -15% | 2% | ? | -30% | -21% | 44%[activator]
Nc1nnc(CC(=O)N/N=C/c2cccc([N+](=O)[O-])c2)s1 | -12% | 0% | -4% | 30% | 0% | 38%[12.7 µM] | -32% | -20% | 12%
Cc1ccc(S(=O)(=O)N(C)CC(=O)N2CCOCC2)cc1 | 79µM* | 14% | 4% | -1% | -2% | 4%[59 µM] | -6% | 2% | 14%
CCOC(=O)Cn1c(C)cc(COC)c(C#N)c1=O | -6% | 4% | -5% | 32% | 1% | 6% | -16% | -2% | ?
O=C(Cn1ccc([N+](=O)[O-])n1)N1CCCc2ccccc21 | -19% | 0% | -6% | 3% | -4% | ? | -5% | -5% | -2%
Cc1ccc2oc(-c3cc(NC(=O)c4ccco4)ccc3Cl)nc2c1 | -19% | · | ? | -11% | -1% | 5%[59 µM] | -3% | -14% | ?
CCCC1CCC(=NNS(=O)(=O)c2ccc(C)c([N+](=O)[O-])c2)CC1 (stereo unspecified) | -33%[57.1 µM] | 1% | 3% | 18% | 0% | 7.1µM* | -6% | ? | 1%
CCn1c(CNC(=O)c2ccc(OC)c(OC)c2)nnc1SCC(=O)c1ccc(OC)cc1 | -4%[11.4 µM] | -1% | -10% | 1% | 1% | 11µM* | -4% | -12% | -8%
COC(=O)c1cc(OC)c(OC)cc1NC(=O)CCNC(=O)c1ccco1 | -16% | 38% | -8% | 1% | 0% | 3% | 0% | -17% | 20%
Cc1sc(-n2c(C)ccc2C)c(C#N)c1C | -36% | 11% | -15% | 5% | -2% | 7.9µM* | -6% | 2% | 5%
CN1C(=O)C(CC(=O)NCC2CCCCC2)SC1=Nc1ccccc1 (stereo unspecified) | -17% | 6% | -13% | 7% | 0% | · | -17% | -6% | -7%
O=C(COC(=O)Cn1cnc2ccccc21)Nc1ccc2c(c1)OCCO2 | 2% | -1% | -3% | 15% | 2% | 23%[59 µM] | 15% | -15% | 21%
CN(CC(=O)Nc1ccc(F)cc1)C(=O)c1ccc2ccccc2n1 | -12% | 11% | 6% | · | · | ? | 12% | -1% | -11%
CN(C)CCNc1nc(S(=O)(=O)c2ccccc2)c(Cl)s1 | 2% | -2% | -2% | 0% | -5% | ? | -14% | -22% | 81%[activator]
Cc1cc(N2CCOCC2)nc2ccc(NC(=S)N3CCN(c4ccccc4)CC3)cc12 | -22% | -2% | -24% | -2% | -13% | ? | · | 0% | 40%[activator]
Cc1ccc(N2C(=O)Cc3ccccc3C2=O)cc1 | -28% | 44% | -12% | 21% | -6% | -14% | -22% | 4% | 46%[activator]

Printed as active in BAZ2B inh, of those listed so far:
SMILES | JMJD2A Tudor inh | APEX1 inh | Pol kappa inh | BLM inh | G9a block | BAZ2B inh | POLH inh | POLI inh
Cc1ccc(S(=O)(=O)Nc2ccc(N=Nc3ccc(O)cc3)cc2)cc1 | ? | 18% | -6% | -6% | -19%[59 µM] | 45µM* | -15% | 34%[activator]
Nc1nn(-c2ccccc2)c(N)c1N=Nc1cccc(F)c1 | 35µM* | -4% | -5% | -5% | 20µM* | 35µM* | -5% | 52%[activator]

Following part:
SMILES | JMJD2A Tudor inh | APEX1 inh | Pol kappa inh | POLB inh | BLM inh | G9a block | BAZ2B inh | POLH inh | POLI inh
COc1cc(N)ccc1NC(=O)c1cc2ccccc2o1 | -31% | -3% | -7% | -5% | -3% | · | 12% | -21% | 15%
Fc1ccccc1/C=N/NC(=S)Nc1ccc(Cl)cc1Cl | -18% | 4% | -1% | 34% | 0% | 37%[59 µM] | 1% | -10% | 24%
COC(=O)N1CCC2(CC1)CCN(c1ncccn1)CC2 | · | 4% | 4%[60.1 µM] | · | 3% | 1%[12.7 µM] | · | · | ·
COc1ccc(C)cc1N(C(=O)c1snc(C(N)=O)c1N)C(C(=O)NC1CCCCC1)c1ccc(C)o1 (stereo unspecified) | -31% | -13% | -14% | 1% | -13% | -8% | -20% | -10% | -2%
CCn1nc(C)cc1C(=O)N1CCCC(Nc2ccc(F)c(F)c2)C1 (stereo unspecified) | -12% | -8% | -4% | 2% | -2% | 17% | -16% | -10% | 18%

These rows are one share of the data; rates above refer to the full screens.
